# MC4R antag cAMP = antagonists of human melanocortin 4 receptor (MC4R) | P32245 | MC4R-expressing cells, MTII-stimulated cAMP, LANCE TR-FRET | inhibition, % at 6.5 µM | hit rate 0.48% among 360,000 | AID 540295;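 active = inhibition above its plate's cutoff, the mean of tested wells on that plate plus 3 SD, cut at about 29% in these data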;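 note: 0% = Melanotan II alone and 100% = Melanotan II plus saturating MCL0020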
# Target sequence (P32245 whole entry, looked up): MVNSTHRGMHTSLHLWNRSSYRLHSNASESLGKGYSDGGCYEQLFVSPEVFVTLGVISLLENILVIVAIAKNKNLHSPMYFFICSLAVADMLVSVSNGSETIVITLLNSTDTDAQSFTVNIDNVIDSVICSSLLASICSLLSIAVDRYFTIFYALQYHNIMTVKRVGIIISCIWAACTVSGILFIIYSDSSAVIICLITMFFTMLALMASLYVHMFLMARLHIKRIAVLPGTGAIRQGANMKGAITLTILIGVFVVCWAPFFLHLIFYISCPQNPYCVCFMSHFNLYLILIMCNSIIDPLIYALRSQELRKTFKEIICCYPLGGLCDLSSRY
#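 Material: U2OS-MC4R stable cell line | Reagent: Melanotan II challenge after compound preincubation | Doses: One concentration, 6.5 µM nominal | Incubation: 30-min compound preincubation, 1-h Melanotan II challenge, 1-h detection, room temperature | Signal: TR-FRET cAMP assay | Replicates: One well per compound, no replicates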
# HTR2A ag = activates the mouse 5-HT2A serotonin receptor. activation, % at 7.6 µM. hit rate 0.66% among 360,000. P35363. CHO-K1 mHTR2A beta-arrestin complementation, luminescence; percent of 30 µM serotonin response;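 active = activation above a run cutoff, the mean activation of all tested compounds plus 3 SD, cut at about 14% in these data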;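 note: 0% = plate median of compound wells and 100% = 30 µM serotonin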
# NOD2 RIPK2 PPI = blocks binding of human NOD2 to RIPK2. O43353. CHO BLA complementation NOD2-RIPK2, CCF4 ratio. AID 624267. hit rate 0.38% among 360,000. inhibition, % at 4.98 µM; in the data active = inhibition above about 21%;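 note: 0% = vehicle only and 100% = reference blocker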
# Target sequence (O43353 whole entry, looked up): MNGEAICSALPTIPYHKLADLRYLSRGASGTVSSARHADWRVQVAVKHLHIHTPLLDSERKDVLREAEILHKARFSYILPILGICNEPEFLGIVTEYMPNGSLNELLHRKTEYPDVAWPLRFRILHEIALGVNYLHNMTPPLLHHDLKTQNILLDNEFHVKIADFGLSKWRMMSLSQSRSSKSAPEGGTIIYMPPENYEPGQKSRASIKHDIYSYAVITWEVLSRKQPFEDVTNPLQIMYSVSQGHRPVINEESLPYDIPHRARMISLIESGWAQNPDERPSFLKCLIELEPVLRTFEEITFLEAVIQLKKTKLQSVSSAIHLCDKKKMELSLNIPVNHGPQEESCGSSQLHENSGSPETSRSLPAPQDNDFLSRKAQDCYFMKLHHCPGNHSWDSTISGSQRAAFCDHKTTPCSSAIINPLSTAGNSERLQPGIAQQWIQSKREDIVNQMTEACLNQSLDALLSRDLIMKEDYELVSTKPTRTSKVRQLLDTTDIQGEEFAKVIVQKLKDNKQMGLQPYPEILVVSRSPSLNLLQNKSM
# Cardio protect = protects H9c2 cardiomyocytes from peroxide injury. H2O2 injury protection, ATPLite, 2 h. protection from H2O2 cell death, % at 20 µM. hit rate 0.63% among 360,000. AID 588492;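 active = compounds giving at least 50% protection of heart cells from peroxide-induced death in the single-dose screen, raw or plate-pattern-corrected value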;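 note: 0% = DMSO wells with peroxide and 100% = DMSO wells without peroxide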
# ABHD5-PLIN5 inh = blocks binding of human ABHD5 to perilipin-5; Q00G26+Q8WTS1; Split G. princeps luciferase complementation, luminescence, 4 h; inhibition, % at 4 µM; hit rate 0.78% among 360,000; AID 602281;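 active = inhibition above the mean inhibition across every tested compound plus 3 SD, cut at about 22% in these data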;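 note: 0% = DMSO only wells and the 100% control is not disclosed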
# MC4R barr agon = human MC4R agonism via beta-arrestin; U2OS MC4R beta-arrestin complementation, luminescence; percent of melanotan II response, DMSO zero; activation, % at 8.9 µM; hit rate 0.98% among 360,000; P32245;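 active = activation above a per-plate cutoff, the mean activation of sample wells on that plate plus 3 SD, cut at about 8% in these data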
# NCOA2 inhibitor = inhibits human steroid receptor coactivator 2. Q15596. HEK293 GAL4-SRC2 luciferase reporter, luminescence. inhibition, % at 9 µM. hit rate 0.17% among 370,000. AID 651957;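 active = inhibition above the mean inhibition of all tested compounds plus 3 SD, set per campaign, cut at about 52% in these data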;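 note: 0% = DMSO treated cells and 100% = cells given Gossypol at 36 µM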
# ABCB6 inh 2 = inhibitors of human ABC transporter ABCB6 | Q9NP58 | K562-ABCB6 porphyrin accumulation, flow cytometry, 1 h; stronger effect = lower value | fluorescence ratio to DMSO, % at 10 µM | hit rate 0.19% among 360,000 | AID 602162;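 active = fluorescence ratio to DMSO below 75%, the collection mean minus 3 SD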;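 note: signal is porphyrin accumulated inside mitochondria; 100% equals median channel fluorescence of DMSO control wells; lower ratio means ABCB6 inhibition with less porphyrin fluorescence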
# TLR9-MyD88 block = blocks human TLR9 binding to MyD88; Q9NR96+Q99836; CHO BLA complementation TLR9-MyD88, CCF4 FRET ratio; AID 504734; hit rate 0.21% among 340,000; inhibition, % at 4.98 µM;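 active = inhibition above the mean over all tested compounds plus 3 SD, cut at about 21% in these data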;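 note: 0% = DMSO only wells and 100% = clavulanate BLA inhibitor control wells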
# N-glyco inh = N-linked glycosylation inhibition | D54 ERlucT glycosylation luciferase reporter, 24 h; percent of 100 nM tunicamycin response | reporter increase, % at 12.5 µM | hit rate 0.23% among 360,000 | AID 588692;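 active = mean luciferase reporter signal, scaled so untreated is 0 and the glycosylation-blocking control 100, at or above a set limit in every replicate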;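 note: luciferase carries N-glycosylation sites so blocking glycosylation raises the light; 0% = median of neutral control wells and 100% = median of 100 nM tunicamycin wells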
# * marks the source's active call; other numbers are inactive results; nt = not tested or not shown.
SMILES,MC4R antag cAMP,HTR2A ag,NOD2 RIPK2 PPI,Cardio protect,ABHD5-PLIN5 inh,MC4R barr agon,NCOA2 inhibitor,ABCB6 inh 2,TLR9-MyD88 block,N-glyco inh
O=C(CSc1nc(O)cc(=O)n1-c1ccccc1)Nc1ccccn1,-4,0,-4,-10,12,-3.4,7,94,-1,-2
Clc1ccc(C=NC23CN4CN(CN(C4)C2)C3)cc1,0,8,-5,3,6,2.2,-8,99,3,-1
O=C1CC(c2ccccc2)CN1C(=O)c1ccccc1 (stereo not given),17,-5,-13,7,4,-1.0,-7,106,-2,2
CC(C)(C)c1nc(NC(=O)Nc2ccccc2)sc1Br,6,2,6,-31,-17,-4.3,-9,93,3,-5
COc1ccc(NC(=S)NC23CN4CN(CN(C4)C2)C3)cc1,5,-2,-2,8,-4,-0.9,18,96,7,4
CCOc1nc(S(=O)(=O)c2ccc(C)cc2)c(Cl)s1,10,-6,-16,-7,4,-0.5,-7,99,1,-1
Cn1c(=O)c2c(nc(CN3CCOCC3)n2CCN2CCOCC2)n(C)c1=O,-6,3,-3,3,6,-2.1,nt,97,-4,2
CCC1Oc2ccc(C)cc2N(CC(=O)NCc2ccccc2OC)C1=O (stereo not given),2,-3,2,-4,1,-0.9,-21,94,-7,1
CCC1(C)CN=C(c2ccccc2)NC1 (stereo not given),0,4,-1,-2,-4,-0.7,-13,105,7,0
CCOC(=O)c1sc(=S)n(-c2ccc(F)c(F)c2)c1N,7,5,-1,4,-1,-1.5,-4,106,-8,-3
CCN(CCCNC(=O)CCCN1C(=O)COc2ccc(C)cc21)c1cccc(C)c1,3,-8,-12,3,-1,2.6,13,96,0,0
CC1(C)Cc2c(sc(NC(=O)C(=O)N3CCN(CCO)CC3)c2C(N)=O)CO1,5,0,-17,10,6,-1.4,-9,101,-3,3
COc1cc(-c2nc3ccccn3c2/N=C/c2cc(OC)c(OC)c(OC)c2)ccc1O,-15,0,-4,28,-15,-0.5,1,96,6,5
CCN1CCN(c2ccc(N3CCN(S(=O)(=O)c4ccc(C)c([N+](=O)[O-])c4)CC3)nn2)CC1,8,-3,5,2,-4,-3.6,-5,97,-12,-3
Cn1c(=O)c([N+](=O)[O-])c(N2CCSCC2)c2ccccc21,7,0,-6,5,-1,-0.4,-31,104,-4,-3
COc1cc2c(cc1OC)CN(c1ccc([N+](=O)[O-])cc1C#N)CC2,4,-2,-1,21,13,-0.3,11,96,11,-1
O=C(NCCCn1ccnc1)c1ccc(S(=O)(=O)N2CCOCC2)cc1,-3,3,-2,-3,4,-1.8,11,92,0,0
CC(=O)Nc1ccc(S(=O)(=O)NC2C3(C)CCC(C3)C2(C)C)cc1 (stereo not given),-1,3,-1,-4,-6,0.6,2,88,-6,-2
Cc1ccccc1OCCSc1nc(N(C)C)nc(N(C)C)n1,3,-2,-4,-17,-6,-2.3,-2,100,-10,-4
CC(C)C(=O)N1CCCC1(C)C(=O)Nc1cccc(Oc2ccccc2)c1 (stereo not given),2,1,-1,-2,4,-2.1,-16,96,nt,-1
CC1CCC(NC(=O)c2cc(Cl)nc3ccccc23)CC1 (stereo not given),4,12,1,2,-1,-0.1,-45,93,-4,0
O=C(c1ccc(S(=O)(=O)Nc2ccccc2F)cc1)N1CCN(c2ccccc2O)CC1,11,-5,-64,4,1,-0.6,0,95,-7,2
COc1ccccc1NC(=O)c1ccccc1NS(=O)(=O)c1cccs1,5,12,2,-8,-4,0.4,22,104,-9,-1
O=C(NC(NC(=S)Nc1c(Cl)cc(Cl)cc1Cl)C(Cl)(Cl)Cl)OCc1ccccc1 (stereo not given),11,-3,-2,-13,-4,7.1,-5,86,-5,-1
O=C(Nc1cccnc1)c1ccc(NS(=O)(=O)c2cc([N+](=O)[O-])ccc2Cl)cc1,3,8,-4,4,5,-0.3,-26,95,12,0

# Next results follow:
SMILES,MC4R antag cAMP,HTR2A ag,NOD2 RIPK2 PPI,Cardio protect,ABHD5-PLIN5 inh,MC4R barr agon,NCOA2 inhibitor,ABCB6 inh 2,TLR9-MyD88 block,N-glyco inh
COc1cccc(N2CCN(c3ccc4nnc(CCC(=O)Nc5cccc(C(C)=O)c5)n4n3)CC2)c1,3,7,-6,0,3,-1.1,14,107,-5,0
O=C(CN(C(=O)CCC(=O)Nc1nccs1)c1ccc2c(c1)OCO2)NCc1ccc(F)cc1,7,2,2,3,5,-1.4,20,172,-20,1
COC(=O)c1cc(OC)c(OC)cc1NC(=O)c1cccc(OC)c1OC,19,2,-5,10,2,0.6,-7,98,-1,2
CCOC(=O)CCC(=O)O[C@H]1[C@H](O[C@@H]2[C@@H](C)[C@H](O[C@H]3C[C@@](C)(OC)[C@@H](O)[C@H](C)O3)[C@@H](C)C(=O)O[C@H](CC)[C@@](C)(O)[C@H](O)[C@@H](C)C(=O)[C@H](C)C[C@@]2(C)O)O[C@H](C)C[C@@H]1N(C)C,13,3,-7,10,-1,0.8,4,676,-7,0
CN(C)S(=O)(=O)c1ccc(N2CCCC2)c(C(=O)NNC(=O)c2ccc(Br)cc2)c1,6,-9,3,-7,15,-0.4,-11,102,-2,-1
Nn1c(SCc2ccc(F)cc2)nnc1-c1ccccn1,-1,-1,-10,5,6,1.4,-35,95,nt,7
CCC(=O)c1ccc(N2CCCCCC2)c(F)c1,-1,7,-6,-16,2,0.0,-8,116,-1,-1
O=C(Nc1nc2ccccc2s1)c1ccccc1,9,2,-5,-18,0,-3.3,-36,98,8,-15
CCCN(CCC)C(=O)Cc1coc2ccc3ccccc3c12,5,0,13,-16,-11,-1.3,-3,91,2,0
CC1(C(=O)NS(=O)(=O)c2ccc(F)cc2F)CCN1C(=O)Cc1ccc(-c2ccccc2)cc1 (stereo not given),5,0,1,0,-3,-0.2,0,93,nt,2
O=C(Nc1ncc(C(F)(F)F)cc1Cl)c1ccc(S(=O)(=O)N2CCOCC2)cc1,-2,4,-2,3,-3,-0.2,-1,102,-5,-1
O=C(C[C@@H]1C/C=C\CCC(=O)O[C@H](c2ccccc2)CNC1=O)N[C@H](CO)Cc1ccccc1,14,-1,-5,7,-5,-0.1,10,100,-8,2
C[N+](C)(CC#Cc1ccccc1)CC(=O)c1ccc(Cl)cc1,3,-1,1,6,9,-1.6,9,87,10,4
C=CCOc1c(Br)cc(CNc2ccc3[nH]c(=O)[nH]c3c2)cc1OCC,-6,-1,-3,3,-3,0.3,29,112,-1,12
COc1ccc(NC(=O)C2CCN(S(=O)(=O)c3ccc(OC)c(OC)c3)CC2)cc1,-4,2,-15,4,2,3.0,-21,96,0,-2
CCOC(=O)CCC(NC(=O)c1ccc(Nc2nc3ccccc3nc2C(=O)OCC)cc1)C(=O)OCC (stereo not given),-5,1,11,-1,-6,-1.7,-47,89,-6,1
Cc1ccc(CN2CCN(C(=O)C3CCC3)CC2)cc1,3,5,-12,4,4,1.5,nt,100,-7,2
Clc1ccc(OCc2nnc(SCCN3CCCCC3)n2Cc2ccco2)cc1,-3,-8,0,2,0,-1.5,3,99,-1,-4
CCC(=O)N1CCC1(C)C(=O)Nc1ccccc1 (stereo not given),6,-1,-2,8,0,1.1,2,100,nt,1
CC(C)(C)c1ccc(OCC(=O)N2CCN(c3ncccn3)CC2)cc1,-7,8,0,-7,-1,-0.7,nt,98,7,0
CCn1c2ccccc2c2cc(NC(=O)CSc3nnc(-c4ccc(OC)c(OC)c4)n3N)ccc21,7,2,-8,38,6,-0.5,2,99,3,7
CON1C(=O)CN(C(C)=O)C1c1ccc(Cl)cc1Cl (stereo not given),-6,3,-11,0,10,2.9,3,100,-5,2
CC(C)C1=Nc2cccc3cccc(c23)N1,-8,-6,-1,-2,2,-1.6,7,96,7,4
COc1ccc(/C(C)=N/NC2=NCCN2)cc1Cl,8,-10,-1,-6,0,0.1,2,96,-22,2
O=S(=O)(c1cccc2nsnc12)N1CCCCC1,-1,-4,0,3,4,0.8,-10,103,11,-2
COc1ccc(CNc2nc(-c3cccnc3)nn2C(=O)c2cccs2)cc1,1,-10,-4,50,2,-0.9,-8,97,3,1
Oc1c(/C=N/Nc2cccc3cccnc23)ccc2ccccc12,3,-3,2,-4,-9,-2.8,-41,102,3,2
CCOC(=O)N1CCC(c2cc(=O)n3[nH]cc(C(=O)OC)c3n2)CC1,13,20*,3,8,-2,-1.5,-4,102,1,2
CN1CCN(CCCN(Cc2ccco2)C(=S)Nc2ccc(Cl)cc2)CC1,-4,-6,-9,3,5,-2.1,-11,91,-5,1
N#Cc1c(N)n(-c2ccccc2N)c2nc3ccccc3nc12,-6,2,6,-5,-2,-1.7,-14,103,-4,8

# 13 structures already listed, ordered by SMILES length, ascending:
SMILES,MC4R antag cAMP,HTR2A ag,NOD2 RIPK2 PPI,Cardio protect,ABHD5-PLIN5 inh,MC4R barr agon,NCOA2 inhibitor,ABCB6 inh 2,TLR9-MyD88 block,N-glyco inh
CC(C)C1=Nc2cccc3cccc(c23)N1,-8,-6,-1,-2,2,-1.6,7,96,7,4
CCC(=O)c1ccc(N2CCCCCC2)c(F)c1,-1,7,-6,-16,2,0.0,-8,116,-1,-1
O=S(=O)(c1cccc2nsnc12)N1CCCCC1,-1,-4,0,3,4,0.8,-10,103,11,-2
Nn1c(SCc2ccc(F)cc2)nnc1-c1ccccn1,-1,-1,-10,5,6,1.4,-35,95,nt,7
CCCN(CCC)C(=O)Cc1coc2ccc3ccccc3c12,5,0,13,-16,-11,-1.3,-3,91,2,0
N#Cc1c(N)n(-c2ccccc2N)c2nc3ccccc3nc12,-6,2,6,-5,-2,-1.7,-14,103,-4,8
C[N+](C)(CC#Cc1ccccc1)CC(=O)c1ccc(Cl)cc1,3,-1,1,6,9,-1.6,9,87,10,4
COc1ccc(CNc2nc(-c3cccnc3)nn2C(=O)c2cccs2)cc1,1,-10,-4,50,2,-0.9,-8,97,3,1
CCOC(=O)N1CCC(c2cc(=O)n3[nH]cc(C(=O)OC)c3n2)CC1,13,20*,3,8,-2,-1.5,-4,102,1,2
O=C(Nc1ncc(C(F)(F)F)cc1Cl)c1ccc(S(=O)(=O)N2CCOCC2)cc1,-2,4,-2,3,-3,-0.2,-1,102,-5,-1
COc1cccc(N2CCN(c3ccc4nnc(CCC(=O)Nc5cccc(C(C)=O)c5)n4n3)CC2)c1,3,7,-6,0,3,-1.1,14,107,-5,0
O=C(C[C@@H]1C/C=C\CCC(=O)O[C@H](c2ccccc2)CNC1=O)N[C@H](CO)Cc1ccccc1,14,-1,-5,7,-5,-0.1,10,100,-8,2
CCOC(=O)CCC(=O)O[C@H]1[C@H](O[C@@H]2[C@@H](C)[C@H](O[C@H]3C[C@@](C)(OC)[C@@H](O)[C@H](C)O3)[C@@H](C)C(=O)O[C@H](CC)[C@@](C)(O)[C@H](O)[C@@H](C)C(=O)[C@H](C)C[C@@]2(C)O)O[C@H](C)C[C@@H]1N(C)C,13,3,-7,10,-1,0.8,4,676,-7,0

# Not all compounds are listed (hit frequency here may not be typical).
